APE1 inh = blocks human APE1 abasic DNA cleavage; P27695; recombinant APE1, TAMRA/BHQ-2 abasic DNA cleavage fluorescence; Potency, µM (highest dose often 65.8 µM), for inactives: top-dose activity change, negative = inhibition, usual class: inhibitors; 0.35% of 350,000 active; AID 2517;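 further: potency means the concentration at half of the fitted maximal effect; plate controls were vehicle for no effect and reference inhibitor for full effect; nearly all actives have a fitted effect of over 55% in size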
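Step 1: APE1 (0.75 nM) with compound, 15 min RT. Step 2: add 50 nM fluorophore/quencher THF duplex. Step 3: three fluorescence reads 60 s apart (525/598 nm); read 3 minus read 1 = reaction progress.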
LDHA block = LDHA (human) enzyme inhibition; P00338; purified LDHA, NADH/diaphorase-resazurin fluorescence; active compounds read low; activity change, % (values are at about 110 or 230 µM); 0.15% of 480,000 active; in the data active means activity change below about -30%; inconclusive means mostly about -25% to -30%;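 further: plate controls were DMSO wells for no effect and wells without enzyme for full effect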
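Human LDH5 at 2 nM final in Tris HCl pH 7.4 with 0.06 mM NADH and 0.2 mM pyruvate, reacted 5 minutes at room temperature. Remaining NADH coupled via diaphorase/resazurin; resorufin fluorescence read at 0 and 20 minutes, normalized to enzyme-free and DMSO wells.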
Pol kappa inh = DNA polymerase kappa (human) inhibition; Q9UBT6; purified Pol kappa, fluorescent DNA synthesis assay, 10 min; Potency, µM (series often up to 107 µM), for inactives: at the highest dose activity, negative = inhibition, most hits filed as inhibitors; 0.53% of 400,000 active; AID 588579; further: potency means the concentration at half of the fitted maximal effect; on the % scale 0 is the no-effect control and ±100 the full control effect
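Enzyme at 10 nM met test compounds for 15 min at room temperature. Substrate addition (50 nM final) began the reaction, which was monitored by fluorescence at 0 and 10 min.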
ERG-DNA inh = blocks human ERG Ets domain binding to DNA; P11308; Potency, µM (titrated, usually from 76.9 µM), for the others: top-dose FP activity, negative = inhibition, usual class: inhibitors; 0.028% of 370,000 active; fluorescence polarization, His-ERG Ets domain / labelled DNA; AID 624246; active means well fitted inhibition curve with a large enough effect in the polarisation, with a control signal flat; inconclusive means small, poorly fitted or top-dose-only effect, or effect the other way, or a change in a side signal; inactive means no such curve, though single readings can be large or run the other way; the % refers to the polarisation;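 further: polarization taken with two DNA probes labelled with fluorescein and Texas red; potency means the concentration at half of the fitted maximal effect; % of control where 0% means no effect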
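His-tagged ERG Ets domain (1 uM in the protein solution; 300mM KCl, 50mM Tris-HCl, 1mM EDTA, 1mM DTT, pH 7.5) received compound, then a probe mix of 5 nM fluorescein-DNA and 100nM Texas-615-DNA. Fluorescence polarization was read for both dyes.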
POLB inh = inhibitors of human DNA polymerase beta; P06746; Pol beta primer extension/strand displacement, fluorescence kinetic; Potency, µM (highest dose often 114 µM), inactives show at the top dose activity change, negative = inhibition, actives largely listed as inhibitors; 1.3% of 340,000 active; further: potency means the concentration at half of the fitted maximal effect; on the % scale 0 is the no-effect control and ±100 the full control effect
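Reaction started by 50 nM substrate onto compound-treated Pol beta (10 nM, 15 min preincubation, room temperature); plates read at 0 min and 10 min. Normalized concentration-effect data fitted by four-parameter Hill equation.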
ALOX12 inh = ALOX12 (human) lipoxygenase inhibition; purified 12hLO, xylenol orange hydroperoxide absorbance; Potency, µM (doses to about 108 µM), for inactives: at the highest dose activity change, negative = inhibition, most hits filed as inhibitors; 1.1% of 580,000 active; AID 1671190; further: potency means the concentration at half of the fitted maximal effect; on the % scale 0 is the no-effect control and ±100 the full control effect
Target sequence (P18054 whole entry, looked up): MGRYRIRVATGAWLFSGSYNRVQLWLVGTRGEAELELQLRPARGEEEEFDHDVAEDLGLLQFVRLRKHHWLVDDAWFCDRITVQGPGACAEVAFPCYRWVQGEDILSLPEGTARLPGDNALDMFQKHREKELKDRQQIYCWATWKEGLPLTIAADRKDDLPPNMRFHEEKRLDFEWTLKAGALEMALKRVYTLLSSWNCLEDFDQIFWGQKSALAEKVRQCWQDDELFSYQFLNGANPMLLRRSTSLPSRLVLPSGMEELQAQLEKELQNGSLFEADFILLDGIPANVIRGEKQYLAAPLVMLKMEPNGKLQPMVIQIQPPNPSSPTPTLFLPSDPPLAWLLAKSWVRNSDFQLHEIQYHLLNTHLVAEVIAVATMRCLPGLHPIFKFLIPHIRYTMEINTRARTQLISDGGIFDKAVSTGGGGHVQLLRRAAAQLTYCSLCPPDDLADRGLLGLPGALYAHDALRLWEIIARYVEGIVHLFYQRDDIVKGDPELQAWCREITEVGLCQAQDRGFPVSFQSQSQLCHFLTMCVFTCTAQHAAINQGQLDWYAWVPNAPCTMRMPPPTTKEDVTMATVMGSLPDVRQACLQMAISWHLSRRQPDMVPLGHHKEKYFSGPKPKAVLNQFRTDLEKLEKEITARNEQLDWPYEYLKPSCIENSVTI
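Hydroperoxide product was detected by ferrous iron/xylenol orange as the 573 to 405 nm absorbance ratio. Arachidonic acid at 40 uM (final) was turned over for 30 min at room temperature by 150 nM human 12hLO, pH 7.0 Hepes buffer, after 15 min compound preincubation.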
Anesthetic bind = candidate novel general anesthetic via apoferritin binding; Potency, µM (highest dose often 77.5 µM), inactives show top-dose activity change, negative = displacement, actives largely listed as inhibitors; 0.074% of 350,000 active; apoferritin/1-aminoanthracene competitive binding, fluorescence; P02791; AID 485281; further: potency means the concentration at half of the fitted maximal effect; on the % scale 0 is the no-effect control and ±100 the full control effect; nearly all actives have a fitted effect of over 20% in size
Target sequence (P02791 2-175 limits assumed): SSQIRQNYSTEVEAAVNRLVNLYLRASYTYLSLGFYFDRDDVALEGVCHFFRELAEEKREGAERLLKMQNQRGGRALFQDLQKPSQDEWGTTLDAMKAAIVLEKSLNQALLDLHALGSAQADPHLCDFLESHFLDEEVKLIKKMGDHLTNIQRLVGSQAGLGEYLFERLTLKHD
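Probe: 1-aminoanthracene (50% saturated, PBS). Protein: horse-spleen apoferritin, 10 uM. Incubation: 10 min, room temperature. Detection: 380 nm excitation, 535 nm emission. Analysis: normalized response, four-parameter Hill.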
POLH inh = DNA polymerase eta (human) inhibition; Q9Y253; recombinant Pol eta, fluorescent DNA replication assay; Potency, µM (top dose mostly 114 µM), without a hit: top-dose activity change, negative = inhibition, hits mostly inhibitors; 1.2% of 390,000 active; further: potency means the concentration at half of the fitted maximal effect; on the % scale 0 is the no-effect control and ±100 the full control effect
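Pol eta (10 nM) was preincubated with compounds for 15 min at room temperature, after which fluorescent replication substrate (50 nM final) was added to start the reaction. Fluorescence was read kinetically at 0 and 10 min.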
RGS4 inhibitor = inhibitors of human regulator of G protein signaling 4 | 0.039% of 390,000 active | Transcreener GDP fluorescence polarization, RGS4-accelerated GTP hydrolysis | P49798 | Potency, µM (titrated, usually from 114 µM), without a hit: at the highest dose activity change, negative = inhibition, hits mostly inhibitors; further: potency means the concentration at half of the fitted maximal effect; on the % scale 0 is the no-effect control and ±100 the full control effect; nearly all actives have a fitted effect of over 75% in size; some results filed as inactive show a strong effect at the top dose
Target sequence (P49798 whole entry, looked up): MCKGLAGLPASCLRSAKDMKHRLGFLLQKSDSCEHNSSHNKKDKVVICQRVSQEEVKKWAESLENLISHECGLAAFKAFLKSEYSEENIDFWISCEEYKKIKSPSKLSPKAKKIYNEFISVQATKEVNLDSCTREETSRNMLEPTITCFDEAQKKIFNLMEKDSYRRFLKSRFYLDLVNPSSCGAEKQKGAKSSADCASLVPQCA
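MLSMR compounds (23 nl, pin-transferred) preincubated 10 min at room temperature with a 500nM (2x) first reagent, then RGS4 at 900nM (2x) plus Transcreener GDP mix added; fluorescence polarization (620/688 nm) read before and after 90 min at 30 °C.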
An asterisk follows results filed as active; ? = inconclusive; / = not tested or not shown; & = joins results of further samples; [ ] = dose if it differs, or a comment. Unless noted, the call rests on the fitted dose curve; in most records, active means well fitted curve in the direction sought with a large enough effect; inconclusive means small, poorly fitted or top-dose-only effect, or another doubt; inactive means no such curve, though single readings can be large; an effect the other way counts as inactive or inconclusive.

molecule | APE1 inh | LDHA block | Pol kappa inh | ERG-DNA inh | POLB inh | ALOX12 inh | Anesthetic bind | POLH inh | RGS4 inhibitor
O=C(O)c1cncc(Br)c1 | 49%[activator] | -6 | 0% | -9% | ? | ? | -6% | -15% | 2%
C=CCN1C(=O)CSC1=Nc1cccc(O)c1 | 0% | -3 | -10% | -2% | 17% | -20% | 0% | -9% | 24%
Cc1nc2ccccc2c(=O)n1/N=C/c1ccccc1Cl | -5% | -9 | 1% | -5% | ? | -1% | -1% | 3% | -10%
CCN(CC)S(=O)(=O)c1ccc(NC(=O)CO/N=C(\N)c2ccccc2)cc1 | -12% | -3 | -13% | 3% | / | 12% | / | -15% | 20%
CC(=O)c1ccc(N2CCN(S(=O)(=O)c3ccc4c5c3CC(=O)N5CC(C)S4)CC2)cc1 (centres undefined) | 48%[activator] | 11 | -2% | 10% | 2% | / | -11% | -19% | -48%
COc1ccccc1Oc1ccc(S(=O)(=O)N2CCOCC2)cc1S(=O)(=O)N1CCOCC1 | -6% | -4 | -5% | -3% | 28% | -1% | -4% | 2% | 5%
CCCC1NC(=S)N(C2CCCCC2)C1=O (centres undefined) | -2% | -3 | -5% | 3% | 11% | ? | 6% | -16% | -5%
O=C(Nc1ccccc1C(=O)OCc1cc(=O)n2ccsc2n1)c1cccc(F)c1 | / | -1 | -9%[60.1 µM] | 7% | 7% | -18% | 4% | -5% | 13%
CCCNC(=O)c1nnsc1S(=O)c1ccc(Cl)cc1 (centres undefined) | 0% | -10 | -11% | 14% | -3% | -23% | -10% | 2% | ?
COc1cccc(C2=CC(c3cccc(OC)c3OC(F)F)n3nnnc3N2)c1 (centres undefined) | 3% | -2 | -1% | -4% | 11% | 314%[activator] | 112%[activator] | 6% | 12%
CC(=O)N1CCC(N(C(=O)Nc2ccc(C)c(F)c2)C(C)C)CC1 | / | -7 | -15% | 6% | 2% | 3% | -9% | -19% | 13%
CCOc1ccc(NC(=O)C[n+]2ccccc2)cc1 | 2% | -7 | -1% | 3% | 9% | -11% | 27% | -15% | 20%
CC(=O)Nc1ccc(NC(=O)C2CCN(S(=O)(=O)c3ccc4c(c3)OCCO4)CC2)cc1 | 5% | -3 | 5% | -7% | / | -4% | / | -5% | 8%
O=C(COC(=O)CCc1nc2ccccc2s1)NCc1ccco1 | -1% | -7 | -7% | -8% | -21% | 0% | -5% | -5% | 6%
COc1ccc(/C=C/C(=O)NC(=S)NNC(=O)c2cccs2)cc1 | 3% | -5 | 6% | 4% | 4% | -12% | -1% | 0% | 9%
C=CCn1cnc2c(nnn2-c2ccc(C)c(Cl)c2)c1=O | 3% | -1 | 2% | -4% | 0% | 0% | -14% | -11% | -17%
O=C(Cn1cccc1C(=O)c1ccccc1)NCc1ccccc1Cl | 7% | -2&-11 | -15%&-17% | 8%&0% | 20%&-12% | -11%&-16% | 0%&-4% | -21% | 4%[11.4 µM]
Cc1cc(C)c2[nH]c(O)c(N=Nc3ccc(C(=O)O)cc3)c2c1 | 14% | -11 | 0% | 3% | -4% | 10% | 1% | 1% | 19%
Cc1cc([N+](=O)[O-])ccc1NC(=O)c1cncc(Br)c1 | 0% | -8 | -1% | 12% | 1% | 4% | -8% | -18% | 8%
C=CCc1ccc(OCCCCN2CCC(C)CC2)c(OC)c1 | 25% | -11 | -7% | 4% | 10% | -18% | 2% | -24% | -8%
Cc1nc2sc(C(c3ccc(C(C)C)cc3)N3CCN(CCO)CC3)c(O)n2n1 (centres undefined) | 3% | -5 | -16% | 0% | -25% | -2% | -13% | -22% | -1%
C=C1CCN([C@H](C(=O)NCc2cc(OC)c(OC)c(OC)c2)C(C)C)S(=O)(=O)c2ccccc21 | 0% | -7 | 2% | -4% | ? | 2% | -7% | -5% | 17%
Cc1ccc(Nc2ccc3cc(S(=O)(=O)N4CCC(C)CC4)ccc3n2)c(Cl)c1 | / | -1 | 12% | 3% | 10% | -29% | 605%[activator] | -10% | 6%
C=CCOc1c(Cl)cc(CNc2ccc3[nH]c(=O)[nH]c3c2)cc1OC | 0% | 11 | -1% | -7% | 1% | 16% | 6% | -13% | -34%
O=C(COc1ccc(F)c(Cl)c1)N1CCCCCCC1 | -7% | 1 | 2% | 6% | 24% | -13% | ? | -12% | -17%
COc1ccccc1C(O)P(=O)(OC(C)C)c1ccc(N(C)C)cc1 (centres undefined) | -3% | 4 | -11% | -1% | 21% | -8% | 8% | -7% | 14%
COc1ccc(OC)c(NC(=O)Cn2cnc3c(cnn3-c3ccccc3)c2=O)c1 | 15% | 4 | 20% | 4% | 39% | -10% | 6% | -8% | 9%
CSc1nnc(-c2ccc(S(=O)(=O)N3CCOCC3)cc2)n1C | 56%[activator] | -7 | -11% | -5% | 2% | -2% | 3% | -17% | -26%
COc1ccc(CNC(=S)N2CCN(Cc3ccccc3)CC2)cc1 | 3% | -21 | 0% | 0% | ? | ? | -2% | -8% | 14%
COc1ccccc1NC(=O)CNC(=O)Cn1c(C)cc2ccccc2c1=O | -3% | -5 | -17% | 2% | -3% | -1% | 3% | 0% | -3%
Cc1ccc(Cl)cc1N1CCN(S(=O)(=O)c2ccc3[nH]c4c(c3c2)CCCCC4)CC1 | / | -7 | -19% | 1% | -2% | -13% | -1% | -8% | 11%
Cc1ccc(-n2nc(CN3CCOCC3)c(-c3ccccc3)c2N)c(C)c1 | -2% | -3 | -13% | -3% | 13% | 16% | 0% | 1% | 21%
O=C(CN1C(=O)NC2(CCCCCC2)C1=O)N1CCN(S(=O)(=O)c2ccc(Cl)cc2)CC1 | 0% | 2 | -4% | 1% | 22% | -12% | ? | -9% | -14%
COC/C=C/C1=CC2=CC(=O)C(C)(OC(=O)c3cnc4ccccc4n3)C(=O)C2=CN1Cc1ccc(OC)cc1 (centres undefined) | 13%[12.4 µM] | 20 | ? | -10% | 40µM* | ? | -14% | 28µM* | -24%
COc1ccc(OC)c(/C=N/NC(=O)Cc2nc3ccccc3[nH]2)c1 | 1% | -7 | -4% | 5% | 10% | -5% | 27% | -9% | -10%
Nn1c(SCC(=O)NC2CCCCC2)nnc1C1CC1 | -5% | -1 | -18% | -8% | 0.32µM* | 7% | 1% | 1% | 34%
O=C1SC(c2ccccc2)=C/C1=C\N1CCCCC1 | 25% | -3 | -6% | / | 19% | ? | -16% | -16% | ?
COc1ccc(NC(=O)Nc2cc(NC(=O)Nc3ccc(OC)cc3)c(C)nc2C)cc1 | 2% | -2 | -6% | -1% | ? | ? | -6% | -6% | ?
COc1ccc2c(c1)CCCN2C(N)=Nc1ccc(Cl)cc1 | -1% | -1 | 2% | 3% | 88% | -5% | -12% | -22% | 2%
Cc1ccc(S(=O)(=O)N2CC(O)CC2C(=O)Nc2ccc3c(c2)CCC3)cc1 (centres undefined) | -4% | -2 | -14% | 0% | -2% | 0% | -5% | -14% | -24%
COc1cccc(CNC(=O)c2ccc3nc(N4CCCCC4)sc3c2)c1OC | / | -16 | 7% | 1% | 23% | -5% | 66%[activator] | -15% | 2%
O=C(NCc1ccco1)C(=O)NCC1OCCN1C(=O)c1ccc(Cl)cc1 (centres undefined) | -1% | -2 | 0% | 0% | 2% | -12% | -10% | 7% | 11%
O=C(O)c1nn(-c2ccccc2)c(-c2ccccc2)c1C(=O)c1ccccc1 | 1% | 1 | 2% | -6% | -1% | -12% | -10% | -9% | -16%
Cc1cc(C)cc(N(CCC(=O)O)S(=O)(=O)c2ccc3ccccc3c2)c1 | 0% | -3 | -14% | 6% | 1% | -8% | 0% | -23% | -30%
CCS(=O)(=O)c1ncc(N(Cc2ccco2)Cc2sccc2C)c(C(=O)Nc2ccc(C)cc2C)n1 | / | -3 | -8% | -4% | -24% | 4% | -20% | -25% | 8%
C=CCOC(=O)CCCC(=O)NC1CCCCC1 | -3% | -2 | 0% | 6% | -12% | 0% | 0% | -8% | 16%
CCOC(=O)C(CCC(=O)O)(CCC(C)C)c1csc(N)n1 (centres undefined) | 2% | -3 | 1% | 9% | 7% | -28% | -4% | -19% | -10%
Cc1cc(Br)ccc1SCC(=O)OCC(=O)NC1CC1 | -1% | -4 | -17% | 3% | ? | -14% | -14% | -8% | -17%
CCOc1ccc(NC(=O)CN(c2ccccc2OCC)S(=O)(=O)c2ccccc2)cc1 | / | -5 | 0% | 2% | 25% | -17% | 114%[activator] | -21% | -5%
S=C(Nc1ccc(Cl)cc1)NN1CCOCC1 | -3% | -7 | -18% | -5% | -7% | 15% | -7% | -12% | -27%
OC(CN1CCN(Cc2ccccc2)CC1)c1ccc(Br)cc1 (centres undefined) | / | -2 | -5% | 4% | / | ? | / | -19% | -52%
COc1cccc(NC(=O)Cn2c(=O)n(Cc3ccc(F)cc3)c(=O)c3sc4ccccc4c32)c1 | / | 1 | 3% | -1% | 45% | -20% | -8% | 5% | 32%

Not all compounds are listed; the hit share may differ from the screen's.
